DAX1 inh-1: DAX1 (NR0B1) inhibition, primary screen | HEK293T StAR-luciferase reporter, SF-1/DAX-1 repression relief | inhibition, % at 6.8 µM | actives 1.1% (n = 370,000) | AID 652010;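 active means inhibition above the mean over all tested compounds plus 3 SD, cut at about 3.6% in these data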;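 further: 0% = DAX-1 cells with DMSO and 100% = cells lacking DAX-1 with DMSO; higher inhibition means more luminescence from relief of DAX-1 repression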
KLK7 zymogen act: activators of human kallikrein-7 zymogen; P49862; purified proKLK7, EDANS-DABCYL substrate fluorescence; 100% is mature enzyme control, 0% vehicle; activation, % at 7 µM; actives 0.9% (n = 370,000); AID 652039;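 active means activation above the mean of all tested compounds plus 3 SD, computed per campaign excluding outliers beyond control limits, cut at about 13% in these data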
Target sequence (P49862 whole entry, looked up): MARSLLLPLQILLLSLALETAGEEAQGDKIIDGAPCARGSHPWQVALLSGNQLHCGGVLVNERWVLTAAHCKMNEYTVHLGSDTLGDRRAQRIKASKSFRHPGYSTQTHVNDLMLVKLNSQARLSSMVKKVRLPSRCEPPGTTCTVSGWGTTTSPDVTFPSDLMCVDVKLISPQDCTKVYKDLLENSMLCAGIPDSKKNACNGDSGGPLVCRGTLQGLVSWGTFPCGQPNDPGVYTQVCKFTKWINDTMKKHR
NPR2 activator: GC-B (human) receptor activation. HEK293-GC-B cells, CNP EC30, cGMP TR-FRET; 0% at EC30 CNP, 100% saturating CNP. activation, % at 10 µM. P20594. actives 0.11% (n = 370,000);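 active means activation at 10 µM reaching about 35% in either raw or pattern-adjusted values, limit read from the data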
FXN GAA850 act: increases GAA850 frataxin promoter reporter activity; HEK293 lucGAA850 FXN promoter luciferase reporter, 24 h; percent of 10 µM SAHA response; activation, % at 6 µM; actives 0.56% (n = 360,000); AID 540364;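 active means activation above the average of all compounds screened plus 3 SD, cutoff fixed separately per campaign, cut at about 7.5% in these data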;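 further: 0% = DMSO wells and 100% = 10 µM SAHA wells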
ssDAF12 agonist: activates DAF-12 receptor from parasite S. stercoralis | HEK293 ssDAF-12/GRIP1 lit1-tk-luc reporter, luminescence; % of 3 µM dafachronic acid response | activation, % at 6.8 µM | AID 652126 | actives 1% (n = 370,000);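 active means activation above the mean over all tested compounds plus 3 SD, cut at about 0.9% in these data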;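 further: 0% = DMSO-only wells and 100% = 3 µM delta7-dafachronic acid wells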
DAX1 inh-2: NR0B1 (DAX1) inhibition. P51843. HEK293 Gal4-DAX1 luciferase reporter, luminescence. inhibition, % at 6.75 µM. actives 0.99% (n = 340,000). AID 504766;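 active means inhibition above the mean over all tested compounds plus 3 SD, cut at about 4.2% in these data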;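 further: 0% = DAX1-transfected cells with DMSO and 100% = empty-vector control cells with DMSO; inhibition shows as a rise in luminescence from relieved DAX1 repression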
Target sequence (P51843 207-470 limits assumed): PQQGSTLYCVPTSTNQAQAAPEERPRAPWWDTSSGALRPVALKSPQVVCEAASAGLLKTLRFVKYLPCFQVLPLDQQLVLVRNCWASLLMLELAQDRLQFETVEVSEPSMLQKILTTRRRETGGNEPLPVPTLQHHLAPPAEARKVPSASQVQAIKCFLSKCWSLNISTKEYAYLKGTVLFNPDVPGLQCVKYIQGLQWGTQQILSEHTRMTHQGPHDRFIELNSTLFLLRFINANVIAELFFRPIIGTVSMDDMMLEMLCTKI
GC-A act: GC-A (human) enzyme activation | P16066 | HEK293 GC-A cells, cGMP TR-FRET, EC30 ANP; 0% at EC30 ANP, 100% saturating ANP | activation, % at 10 µM | actives 0.14% (n = 370,000); in the data active means activation above about 40%
hcDAF-12 act: activators of H. contortus DAF-12 nuclear receptor | HEK293 hcDAF-12 lit1-tk-luc reporter, luminescence; 0% DMSO, 100% Δ7-dafachronic acid | activation, % at 6.8 µM | actives 1.4% (n = 370,000) | AID 652067;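 active means activation above the mean of all tested compounds plus 3 SD, cut at about 5.5% in these data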;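 further: 100% = response to 3 µM Δ7-dafachronic acid high control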
SMARCA2 act: increases SMARCA2 function in MMTV reporter cells; activation, % at 9.1 µM; actives 1% (n = 370,000); MG213 cells, MMTV-luciferase reporter, dexamethasone, overnight; in the data active means activation above about 7.8%;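 further: 0% = vehicle wells and 100% = reference activator wells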
HGIII-sPLA2 inh: Blocks human group III sPLA2 activity. Q9NZ20. QFRET BODIPY PC-A2 liposome hydrolysis, fluorescence. inhibition, % at 12.2 µM. actives 0.56% (n = 370,000);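 active means inhibition above mean plus 3 SD of compounds lying within the high and low control bounds, cut at about 19% in these data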;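 further: 0% = median of test compound wells and 100% = no enzyme DMSO wells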
Target sequence (Q9NZ20 whole entry, looked up): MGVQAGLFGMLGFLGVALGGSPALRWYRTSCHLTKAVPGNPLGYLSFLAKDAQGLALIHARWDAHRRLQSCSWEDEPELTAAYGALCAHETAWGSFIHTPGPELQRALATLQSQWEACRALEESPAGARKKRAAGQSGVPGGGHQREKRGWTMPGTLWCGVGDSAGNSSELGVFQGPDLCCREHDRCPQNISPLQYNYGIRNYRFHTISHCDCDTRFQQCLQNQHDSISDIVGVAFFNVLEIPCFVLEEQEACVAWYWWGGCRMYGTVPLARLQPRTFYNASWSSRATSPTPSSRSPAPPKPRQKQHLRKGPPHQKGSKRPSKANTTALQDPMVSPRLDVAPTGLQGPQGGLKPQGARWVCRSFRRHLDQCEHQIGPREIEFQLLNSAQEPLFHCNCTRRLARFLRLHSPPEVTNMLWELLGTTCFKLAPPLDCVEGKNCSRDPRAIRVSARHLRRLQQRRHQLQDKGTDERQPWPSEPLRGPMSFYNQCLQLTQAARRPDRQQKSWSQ
hgDAF12 agonist: agonists of H. glycines DAF-12 nuclear receptor. actives 1.8% (n = 370,000). activation, % at 6.8 µM. HEK293 GAL4-hgDAF12 UAS-luciferase reporter, agonist luminescence; normalized to butyrate control. AID 687014;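 active means activation above a cutoff set at the mean of all screened compounds plus 3 SD, cut at about 10% in these data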;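 further: 0% = DMSO wells and 100% = sodium butyrate wells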
An asterisk follows results filed as active; x = no result given.

#1 CC(C(=O)NC1=NCCS1)(C(F)(F)F)C(F)(F)F
#2 Cc1cn([C@H]2C[C@H](O)[C@@H](/C=C/C(=O)NCCC(c3ccccc3)c3ccccc3)O2)c(=O)[nH]c1=O
#3 Cc1ncc(CO)c(/C=N/Nc2cccc(Cl)n2)c1O
#4 COc1ccccc1CNS(=O)(=O)c1cc(C)ccc1OC
#5 Cc1c(C(=O)Nc2ccccn2)oc2ccccc12
#6 OC(c1cccc(Cl)c1)c1ncc(-c2ccc(Oc3ccccc3)cc2)[nH]1 (stereo unspecified)

entry no.	1	2	3	4	5	6
NPR2 activator	2	1	15	3	0	0
ssDAF12 agonist	-1.0	-0.9	-0.8	-1.4	3.3*	-1.8
KLK7 zymogen act	-0.6	0.1	-99	0.2	0.4	-0.9
hcDAF-12 act	-1.1	-0.2	0.1	-0.9	13*	-0.8
FXN GAA850 act	-0.8	x	-1.2	0.2	2.5	-0.1
HGIII-sPLA2 inh	-19	1	0	5	1	-16
hgDAF12 agonist	0.8	1.6	2.4	0.9	14*	0.9
DAX1 inh-2	0.2	x	-0.5	-0.6	2.7	x
SMARCA2 act	1	-2	0	0	4	-3
GC-A act	3	0	8	-1	0	0
DAX1 inh-1	-0.6	1.1	-1.0	-0.6	4.7*	0.1

#7 CC(=O)c1cccc(NC(=O)N2CCC(c3nnc(SCC(N)=O)n3C)CC2)c1
#8 CC(C)NC(=O)COC(=O)c1ccc(Cl)c(S(=O)(=O)N2CCCC2)c1
#9 CCOc1cc(/C=N\NC(=O)OC)ccc1OC(=O)c1ccco1
#10 CN(CC(=O)NC1CCCCCC1)S(=O)(=O)c1cnc[nH]1
#11 CCOc1ccccc1N=CC1=C(O)CC(c2ccccc2)CC1=O (stereo unspecified)
#12 Cc1ccc(C(=O)N/N=C\c2ccc(-c3ccc(Cl)c(Cl)c3)o2)cn1

entry no.	7	8	9	10	11	12
NPR2 activator	7	8	6	1	-2	-5
ssDAF12 agonist	-0.1	-1.0	-0.4	-1.0	-1.8	-0.2
KLK7 zymogen act	0.0	0.2	0.5	0.4	-40	-463
hcDAF-12 act	-1.6	0.1	-1.7	-1.4	0.0	-1.4
FXN GAA850 act	-0.2	0.6	3.2	-1.0	1.6	-3.2
HGIII-sPLA2 inh	-1	5	-1	5	5	14
hgDAF12 agonist	-1.1	-1.2	-1.8	-1.1	-3.7	0.4
DAX1 inh-2	-0.3	0.6	-0.8	2.3	1.1	0.5
SMARCA2 act	-5	-4	-4	-2	-5	-3
GC-A act	2	0	2	2	-5	-8
DAX1 inh-1	0.1	-0.4	0.2	-0.1	-0.9	-0.1

#13 COc1ccccc1C(=O)Nc1ccccc1N1CCN(S(C)(=O)=O)CC1
#14 COc1ccc2cc(C)c3nnc(SCC(=O)Nc4nc(-c5ccccc5)cs4)n3c2c1
#15 CC1=CCC(C(=O)O)(C(=O)N/N=C/c2cccs2)C(c2ccc(F)cc2)C1 (stereo unspecified)
#16 O=C1N(Cc2cccnc2)C[C@@H]2C[C@@H](c3ccc(C(F)(F)F)cc3)N3CCC[C@@]123
#17 CC(C)c1ccc(CN2CCC(n3nccc3NC(=O)C3CCCC3)CC2)cc1
#18 Cc1c(Br)ccc(NC(=O)COc2ccccc2C(N)=O)c1C

entry no.	13	14	15	16	17	18
NPR2 activator	-5	1	-4	1	1	0
ssDAF12 agonist	-1.8	-1.0	-1.1	-1.2	-1.7	-1.8
KLK7 zymogen act	0.3	0.1	-0.3	0.1	0.2	0.1
hcDAF-12 act	-1.0	-1.2	1.2	-0.1	-1.7	-1.9
FXN GAA850 act	0.1	1.9	2.3	2.5	-0.5	0.2
HGIII-sPLA2 inh	2	4	3	6	-9	-4
hgDAF12 agonist	1.4	1.0	1.5	-2.6	-1.0	-3.0
DAX1 inh-2	-0.3	0.7	1.0	-1.2	-1.9	-0.7
SMARCA2 act	-2	6	-4	0	-5	-2
GC-A act	-10	-4	-2	2	-1	-2
DAX1 inh-1	-0.7	-0.7	-0.3	0.1	0.4	-0.3

With a hit mark in hcDAF-12 act, of those listed so far:
# | SMILES | NPR2 activator | ssDAF12 agonist | KLK7 zymogen act | hcDAF-12 act | HGIII-sPLA2 inh | DAX1 inh-2 | SMARCA2 act | GC-A act | DAX1 inh-1
5 | Cc1c(C(=O)Nc2ccccn2)oc2ccccc12 | 0 | 3.3* | 0.4 | 13* | 1 | 2.7 | 4 | 0 | 4.7*

The results go on:
#19 CN(C(=O)CN1C(=O)S/C(=C\c2ccc(Cl)cc2)C1=O)C1CCS(=O)(=O)C1 (stereo unspecified)
#20 O=C1OC(c2ccc(F)cc2)=N/C1=C\C=C/c1ccccc1
#21 COCCN1CCn2c(nc3cc(NC(=O)Cn4nc(C)c5ccccc5c4=O)ccc32)C1
#22 CC[C@@]1(C(=O)OC)N[C@H](CN(C)C(=O)Nc2ccc(F)cc2)[C@@H]2C(=O)N(Cc3ccccc3)C(=O)[C@@H]21
#23 CCCCn1c(=O)[nH]c(=O)c2c1nc(COc1ccc(C#N)cc1)n2CCC
#24 N=C1C(c2nc3ccccc3c(=O)[nH]2)=C(O)CN1CCO

entry no.	19	20	21	22	23	24
NPR2 activator	-6	2	6	1	-12	-7
ssDAF12 agonist	-0.9	-0.7	-0.6	-0.1	-1.1	0.0
KLK7 zymogen act	0.2	0.6	-0.8	0.1	-0.7	1.7
hcDAF-12 act	0.5	-1.6	-0.4	0.0	-0.5	-0.3
FXN GAA850 act	-1.1	-0.7	1.5	9.6*	-3.5	-0.7
HGIII-sPLA2 inh	-1	-21	1	10	2	2
hgDAF12 agonist	1.1	-0.8	1.5	1.2	-0.2	0.5
DAX1 inh-2	-0.1	1.1	1.5	-0.7	1.5	0.9
SMARCA2 act	0	0	-3	-4	0	-1
GC-A act	4	5	1	1	5	11
DAX1 inh-1	0.6	0.6	0.0	-0.4	-0.5	0.3

#25 O=S(=O)(Nn1c(O)c(C=C2N=c3ccccc3=N2)sc1=S)c1ccccc1
#26 CCOc1ccc(N(CC(=O)Nc2c(C)n(C)n(-c3ccccc3)c2=O)S(=O)(=O)c2ccc(C)c(C)c2)cc1
#27 CC1(C)CC(=O)c2sc(NC(=O)CN3CCCCC3)nc2C1
#28 CC(C)(Oc1ccc(Cl)cc1)C(=O)NC1CCCCC1
#29 CN1C2=N[C@@H](c3cccc(C(F)(F)F)c3)CC(=O)N2/C(=C\c2ccccc2)[C@H]1c1ccccc1
#30 O=C(/C=C/c1ccc(OC2CSC2)cc1)c1ccc(Cl)cc1

entry no.	25	26	27	28	29	30
NPR2 activator	-8	-4	-1	-8	-30	-1
ssDAF12 agonist	-0.4	-1.2	-1.1	-0.9	-1.3	-1.2
KLK7 zymogen act	-0.2	0.7	-1.0	0.1	x	-0.4
hcDAF-12 act	4.9	-2.9	-1.0	-2.2	-0.9	5.6*
FXN GAA850 act	-0.5	x	-1.3	-0.6	x	-3.2
HGIII-sPLA2 inh	-33	2	12	0	10	-2
hgDAF12 agonist	4.1	-1.2	-0.3	-2.8	2.5	1.9
DAX1 inh-2	-0.8	x	-1.0	-0.8	x	2.5
SMARCA2 act	0	-5	0	2	x	-3
GC-A act	-1	4	-1	-7	-31	3
DAX1 inh-1	0.1	-1.4	0.0	-0.5	x	-0.4

#31 COc1ccc(OC)c(C(c2nnnn2Cc2ccco2)N2CCN(C)CC2)c1 (stereo unspecified)
#32 Cc1nc(SCc2ccccc2)c([N+](=O)[O-])[nH]1
#33 CCC(c1nnnn1C(C)(C)C)N1CCN(c2cc(Cl)ccc2C)CC1 (stereo unspecified)
#34 CC(=O)c1ccccc1NC(=O)CSc1nnc(Cc2csc(C)n2)o1
#35 O=C(NCc1cccs1)C1CCC(CNS(=O)(=O)c2ccc(Br)s2)CC1 (stereo unspecified)
#36 Cc1ccc(S(=O)(=O)N/N=C\c2cc([N+](=O)[O-])ccc2Cl)cc1

entry no.	31	32	33	34	35	36
NPR2 activator	-12	5	0	3	2	0
ssDAF12 agonist	0.4	-1.4	-1.0	-1.0	-1.8	-1.4
KLK7 zymogen act	-0.8	-0.4	-0.2	-1.1	0.1	0.3
hcDAF-12 act	-1.2	1.7	-0.6	0.6	-1.8	-1.2
FXN GAA850 act	2.5	-0.8	1.3	0.8	-1.1	-1.5
HGIII-sPLA2 inh	4	-3	-5	7	-7	2
hgDAF12 agonist	-0.4	1.2	-1.3	-1.1	-0.5	0.4
DAX1 inh-2	-0.1	-0.3	0.1	0.2	-0.1	-0.9
SMARCA2 act	-1	1	1	-2	0	-2
GC-A act	-14	2	-4	-1	0	-2
DAX1 inh-1	-0.2	0.4	-0.1	-1.1	-0.8	-0.1

5 compounds out of the list above, sorted by the value under DAX1 inh-1, smallest number first:
No.	structure	DAX1 inh-1
34	CC(=O)c1ccccc1NC(=O)CSc1nnc(Cc2csc(C)n2)o1	-1.1
35	O=C(NCc1cccs1)C1CCC(CNS(=O)(=O)c2ccc(Br)s2)CC1 (stereo unspecified)	-0.8
31	COc1ccc(OC)c(C(c2nnnn2Cc2ccco2)N2CCN(C)CC2)c1 (stereo unspecified)	-0.2
36	Cc1ccc(S(=O)(=O)N/N=C\c2cc([N+](=O)[O-])ccc2Cl)cc1	-0.1
32	Cc1nc(SCc2ccccc2)c([N+](=O)[O-])[nH]1	0.4

(further entries)
#37 Cc1nc(NC(=S)NC(=O)c2cncc(Br)c2)ccc1Br
#38 Cn1c(-c2ccccc2Br)n[nH]c1=S
#39 CC(C)CNc1nc(N)c([N+](=O)[O-])c(N2CCCCCC2)n1
#40 N#Cc1ccc(OC[C@@H](O)CN2CCC(C(O)(c3ccccc3)c3ccccc3)CC2)cc1

entry no.	37	38	39	40
NPR2 activator	-8	6	-1	-5
ssDAF12 agonist	-0.1	-1.2	-1.8	-1.6
KLK7 zymogen act	0.2	-0.9	0.3	-0.2
hcDAF-12 act	1.5	5.6*	-4.3	-0.5
FXN GAA850 act	-0.1	-0.1	3.3	x
HGIII-sPLA2 inh	-3	8	0	-13
hgDAF12 agonist	0.6	-0.1	-6.4	-4.2
DAX1 inh-2	1.0	-0.7	-1.7	x
SMARCA2 act	4	-1	-6	-3
GC-A act	10	-6	2	-13
DAX1 inh-1	-0.2	0.1	-1.0	-0.5
